AT treatment – potential ataxia-telangiectasia treatment; […] A-T fibroblasts, KAP-1 phosphorylation AlphaLISA; neocarzinostatin DNA damage 30 min before lysis; Potency, µM (titrated, usually from 57.5 µM), inactives show at the top dose activation, actives largely listed as activators; actives 0.19% (n = 320,000); note: potency is the fitted concentration of half-maximal effect; % of control where 0% means no effect; nearly all actives have a fitted effect of over 45% in size
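ATM-like activity read as KAP-1 phosphorylation via AlphaLISA donor/acceptor antibody pairs after lysis and 6 hr at 25C. Cells were ATM-null patient fibroblasts ([…], hTERT), dosed 60 min, then exposed to the DSB inducer NCS for 30 min.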
CXXC DNA block – MLL CXXC-DNA interaction inhibition | actives 0.037% (n = 290,000) | AID 2662 | Potency, µM (doses to about 115 µM), inactives show at the top dose activity change, negative = inhibition, hits mostly inhibitors | MLL-CXXC / FITC-HOXA9 DNA fluorescence polarization | Q03164; active = well fitted inhibition curve with a large enough effect in the polarisation, with a control signal flat, not every such curve was filed as active; inconclusive = small, poorly fitted or top-dose-only effect, or effect the other way, or a change in a side signal; inactive = no such curve, though single readings can be large or run the other way; the % refers to the polarisation; note: potency is the fitted concentration of half-maximal effect
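Fluorescence polarization: 7 uM MLL-CXXC (stock) preincubated 5 min with compounds, then 50 nM fluorescein-HOX-A9 DNA (stock) added; 30 min ambient. Buffer 50 mM Tris-HCl pH 7.5, 50 mM NaCl, 1 mM DTT, 0.05% BSA.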
TSHR antagonist – human thyrotropin receptor antagonism | P16473 | TSHR-expressing cells, TSH-stimulated cAMP HTRF, 2 h; active compounds read low | activity change, negative = inhibition, % at 11.5 µM | actives 0.2% (n = 330,000) | AID 504810;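 active = activity change below a set negative limit, meaning inhibition stronger than a set level, cut at about -70% in these data; inconclusive = activity change between two set negative limits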; note: % is set by controls: 0 for no effect and ±100 for the full control effect
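Cell-based HTRF cAMP assay; TSHR cells + compound, TSH EC80 (4nM final), 2 h, 37 deg C. Lysis with anti-cAMP cryptate and cAMP-d2, 30 min RT, read 665/620 nm.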
GALK inh – inhibitors of human galactokinase; Purified GALK, Kinase-Glo residual ATP luminescence; AID 1868; Potency, µM (highest dose often 57.5 µM), for inactives: at the highest dose activity change, negative = inhibition, hits mostly inhibitors; actives 0.007% (n = 270,000); note: potency is the fitted concentration of half-maximal effect; % is set by controls: 0 for no effect and ±100 for the full control effect
Target sequence (P51570 whole entry, looked up): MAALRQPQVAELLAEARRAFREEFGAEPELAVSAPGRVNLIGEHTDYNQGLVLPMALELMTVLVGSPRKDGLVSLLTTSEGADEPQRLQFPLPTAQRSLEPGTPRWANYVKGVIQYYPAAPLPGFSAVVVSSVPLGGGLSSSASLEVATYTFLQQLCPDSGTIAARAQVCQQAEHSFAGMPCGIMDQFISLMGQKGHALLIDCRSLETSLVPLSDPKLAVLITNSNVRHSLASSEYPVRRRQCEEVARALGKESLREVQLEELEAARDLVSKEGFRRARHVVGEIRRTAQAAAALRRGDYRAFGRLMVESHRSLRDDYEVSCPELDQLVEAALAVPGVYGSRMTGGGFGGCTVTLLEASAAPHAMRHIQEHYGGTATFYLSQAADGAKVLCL
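GALK at 5 nM final was combined with compound, 35 uM ATP and 100 uM galactose in HEPES pH8.0 with MgCl2 and DTT. The reaction ran one hour at room temperature before luminescent ATP detection.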
Giardia killer – kills Giardia lamblia. Giardia lamblia trophozoite viability. activity change, % at 7.66 µM, hits read low. actives 0.15% (n = 340,000); in the data active = activity change below about -80%; inconclusive = between about -30% and that limit;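 note: parasites exposed to compound for two days anaerobically before the ATP read; % is set by controls: 0 for no effect and ±100 for the full control effect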
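Each well holds 100 Giardia trophozoites and compound. After two days (48 hrs) at 37 deg C in anaerobic conditions, ATP is quantified by luminescence.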
hERG WT inh – KCNH2 (human, wildtype) channel inhibition; actives 0.37% (n = 340,000); U2OS, BacMam KCNH2, thallium flux FluxOr; active compounds read low; Q12809; activity change, % at 1.84 µM;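 active = maximum activity change below -70%; inconclusive = maximum activity change between -70% and -50%; inactive = maximum activity change above -50%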; note: % is set by controls: 0 for no effect and ±100 for the full control effect
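U2OS cells were transduced with wild-type KCNH2 virus (2.03 x 10^8 / mL) for 4 h at room temperature, then cultured overnight at 37 C. Thallium flux was read with FluxOr dye. Rate constants were normalized to DMSO controls.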
BCR signal inh – blocks chronic active B-cell receptor signaling. ABC-DLBCL IkBa-CBG/CBR reporter, luminescence ratio, 4 h. AID 493014. Potency, µM (top dose mostly 46.1 µM), for inactives: at the top dose ratio change, negative = lower green/red ratio, actives largely listed as inhibitors. actives 0.05% (n = 340,000); active = well fitted inhibition curve with a large enough effect in the signal ratio, with a control signal flat, not every such curve was filed as active; inconclusive = small, poorly fitted or top-dose-only effect, or effect the other way, or a change in a side signal; the % refers to the signal ratio;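 note: potency is the fitted concentration of half-maximal effect; plate controls were basal doxycycline-induced cells for no effect and cells given 10 µM MG132 for full effect; MG132 reads +100%, hits lower the ratio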
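TMD8 ABC-DLBCL cells carrying doxycycline-inducible green luciferase fused to IkappaBalpha plus unfused red luciferase were exposed to compounds (up to 46 uM) for 4 hrs at 37C. Activity came from the overlap-corrected green/red luminescence ratio.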
Tb PFK block – T. brucei PFK enzyme inhibition; O15648; T. brucei PFK, ADP-Glo luminescence; Potency, µM (top dose mostly 57.5 µM), without a hit: at the highest dose activity, negative = inhibition, usual class: inhibitors; actives 0.17% (n = 330,000); AID 485367;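 note: potency is the fitted concentration of half-maximal effect; 0% = uninhibited 1x PFK enzyme wells and -100% = no-enzyme wells; nearly all actives have a fitted effect of over 60% in size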
Target sequence (O15648 whole entry, looked up): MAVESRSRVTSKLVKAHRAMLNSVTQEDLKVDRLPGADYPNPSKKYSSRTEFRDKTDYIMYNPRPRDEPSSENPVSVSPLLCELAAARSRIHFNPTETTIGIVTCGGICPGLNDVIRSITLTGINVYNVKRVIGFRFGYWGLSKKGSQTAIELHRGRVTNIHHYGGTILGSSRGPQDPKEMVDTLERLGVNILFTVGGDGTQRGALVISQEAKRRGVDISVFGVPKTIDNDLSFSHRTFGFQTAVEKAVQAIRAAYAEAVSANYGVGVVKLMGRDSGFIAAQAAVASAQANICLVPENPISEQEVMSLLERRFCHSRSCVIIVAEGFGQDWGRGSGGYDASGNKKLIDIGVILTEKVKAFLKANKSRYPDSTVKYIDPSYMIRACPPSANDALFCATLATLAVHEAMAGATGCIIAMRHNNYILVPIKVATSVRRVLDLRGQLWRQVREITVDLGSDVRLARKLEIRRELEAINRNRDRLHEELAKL
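In TEA buffer at pH 8.0 with 5 mM MgCl2, enzyme (1.25 nM) converted F6P (0.5 mM) and ATP (0.1 mM) for 45 min at room temperature. ADP product was read by luciferase luminescence.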
Coupling enz – counter-screen for Giardia aldolase inhibitors: coupling enzyme system; AID 2472; activity change, negative = inhibition, % at 58.2 µM, hits read low; coupling enzyme system counterscreen, AmpLite Red fluorescence; actives 0.67% (n = 290,000); in the data active = activity change below about -30%; note: % is set by controls: 0 for no effect and ±100 for the full control effect
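Activity here indicates interference with the coupling reaction, not aldolase inhibition. Compounds at 57.5 uM final met coupling enzymes for 10 min at RT; substrate and AmpLite Red detection followed, with a 525/598 nm fluorescence read after 20 min.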
TCR act – T cell receptor activation. Potency, µM (series often up to 9.22 µM), for inactives: at the top dose activation of IL-2 secretion, usual class: activators. 330,000 tested, under 10 active. AID 504894. primary human leukocytes, anti-CD3, IL-2 HTRF, 48 h; note: % of control where 0% means no effect
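Primary human leukocytes were stimulated with a-CD3 beads plus compounds for 48 hr without co-stimulation; secreted IL-2 was quantified by HTRF using a-IL-2-K (europium cryptate) and a-IL-2-d2, excited at 320nm with acceptor emission read at 665nm.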
* hit, by the source's call; u = inconclusive; x = no result given; [ ] = another dose, or the depositor's remark. Unless noted, calls come from the whole dose curve; as a rule, active = well fitted curve in the direction sought with a large enough effect; inconclusive = small, poorly fitted or top-dose-only effect, or another doubt; inactive = no such curve, though single readings can be large; an effect the other way counts as inactive or inconclusive. Hits appear at their usual frequency; overall some 1.6% were active at least once.

SMILES | AT treatment | CXXC DNA block | TSHR antagonist | GALK inh | Giardia killer | hERG WT inh | BCR signal inh | Tb PFK block | Coupling enz | TCR act
O=C(COC(=O)COc1ccc(Cl)cc1Cl)Nc1cccnc1Cl | -6% | 9% | 3 | 0% | 11 | 4 | 3% | 0% | 1 | 1%[46.1 µM]
Cc1ccc(NC(=O)CC2C(=O)NCCN2C(=S)Nc2ccccc2)c(C)c1 (configuration not stated) | 3% | 2% | 9 | -6% | 13 | 1 | 3% | 9% | 0 | 2%[46.1 µM]
N=c1c2c3c(sc2nc2n1CCCCC2)CCCC3 | x | -7% | 17 | 1% | 0 | -11 | -5% | -2% | 0 | 1%[46.1 µM]
CCn1c(C)nc2cc(C(=O)NNC(=S)Nc3ccc(C)cc3)ccc21 | -23% | 23% | 0 | 0% | -22 | -9 | u | 0% | 2 | 3%
CN(NC1OC(=O)c2ccccc21)c1ncc(C(F)(F)F)cc1Cl (configuration not stated) | 1% | -2% | -2 | 10% | -1 | -5 | 11% | 1% | 7 | 14%
CC1CC(C(F)(F)C(F)(F)F)n2nc(C(=O)O)cc2N1 (configuration not stated) | 3% | -3% | 6 | 0% | 3 | 8 | 1% | -25% | 1 | -5%
CC(O)(C#CCN1CCCCC1)c1ccccc1 (configuration not stated) | 5% | 4% | 4 | 0% | 12 | -1 | -16% | 0% | 1 | 3%[46.1 µM]
CC(C)CCNC(=O)NC(=O)COC(=O)/C=C/c1cnc2ccccc2n1 | 0% | -21% | 3 | 0% | -11 | 0 | -17% | 4% | 2 | -1%
COc1ccc(N2CCN(CC(O)COc3ccc(C)cc3C)CC2)cc1 (configuration not stated) | -11% | -7% | 15 | 2% | 22 | 13 | -1% | -18% | 0 | 8%
COc1cc(Cl)c(S(=O)(=O)N2CCCC2)cc1Cl | 1% | -18% | -5 | 8% | 0 | 1 | -1% | -9% | 3 | 7%
COc1ccc(C2C(C(=O)c3cccs3)=C(O)C(=O)N2c2cccc(C)n2)cc1 (configuration not stated) | -4% | 3% | -39 | 0% | -1 | -4 | u | 0% | 7 | 4%
COc1ccc(C2c3[nH]c4ccccc4c3CCN2CCCn2cccn2)cc1C (configuration not stated) | 4% | 9% | -2 | 6% | 3 | 30 | u | -6% | 2 | x
CCC1(COC(=O)Nc2cccc(Cl)c2)COC1 | 4% | 2% | -10 | 1% | 0 | 0 | -1% | 5% | -1 | x
CCn1cnc2c(NCCc3cccnc3)nc(C#N)nc21 | 8% | x | 1 | x | -4 | x | u | 0% | x | 3%
COc1ccc(NC(=O)c2cc([N+](=O)[O-])ccc2N2CCCC2)cc1S(N)(=O)=O | -4% | x | -8 | x | 3 | -2 | -2% | 5% | x | -3%

A different layout for 5 compounds above.
smiles	AT treatment	CXXC DNA block	TSHR antagonist	GALK inh	Giardia killer	hERG WT inh	BCR signal inh	Tb PFK block	Coupling enz	TCR act
Cc1ccc(NC(=O)CC2C(=O)NCCN2C(=S)Nc2ccccc2)c(C)c1 (configuration not stated)	3%	2%	9	-6%	13	1	3%	9%	0	2%[46.1 µM]
N=c1c2c3c(sc2nc2n1CCCCC2)CCCC3	x	-7%	17	1%	0	-11	-5%	-2%	0	1%[46.1 µM]
CCn1c(C)nc2cc(C(=O)NNC(=S)Nc3ccc(C)cc3)ccc21	-23%	23%	0	0%	-22	-9	u	0%	2	3%
CN(NC1OC(=O)c2ccccc21)c1ncc(C(F)(F)F)cc1Cl (configuration not stated)	1%	-2%	-2	10%	-1	-5	11%	1%	7	14%
CC1CC(C(F)(F)C(F)(F)F)n2nc(C(=O)O)cc2N1 (configuration not stated)	3%	-3%	6	0%	3	8	1%	-25%	1	-5%

Carrying on:
SMILES | AT treatment | CXXC DNA block | TSHR antagonist | GALK inh | Giardia killer | hERG WT inh | BCR signal inh | Tb PFK block | Coupling enz | TCR act
CCOC(=O)c1c(C)[nH]c(C(=O)OCC(=O)NCc2ccc(F)cc2)c1C | 6% | x | 1 | x | 1 | 14 | u | -2% | x | x
COCCSc1ncnc2c1oc1nc3c(cc12)COC(C)(C)C3 | -3% | 14% | -8 | 0% | 6 | -2 | -5% | -5% | -4 | -13%
CCOc1ccc(S(=O)(=O)N2CCC(C(=O)NCc3cccnc3)CC2)cc1 | 11% | u | 12 | -2% | 20 | -14 | 6% | 0% | -1 | -10%
CCCCN(C)Cc1cc(=O)oc2cc3c(cc12)CCCC3 | 2% | 1% | -9 | 7% | -14 | -6 | 4% | 2% | 5 | -5%
CCSc1oc(-c2ccco2)nc1S(=O)(=O)c1ccccc1 | 11% | 0% | -1 | 0% | 12 | -4 | 4% | 1% | -1 | 1%[46.1 µM]
CCOC(=O)C1CCN(C(=O)COC(=O)COc2ccccc2OC)CC1 | x | 5% | 16 | 2% | 15 | 8 | 3% | 1% | 0 | 5%
CN(C)c1nc2sc3c(c2c(=O)n1C)CC(C)(C)OC3 | 13% | u | -3 | 4% | 1 | -5 | -1% | 4% | 1 | -5%
CCC1(c2ccccc2)NC(=O)N(CC(=O)NCc2ccc(F)cc2)C1=O (configuration not stated) | 6% | 2% | 42 | 14% | -13 | -9 | -1% | -1% | 1 | 4%
Cc1ccnc(NCc2cccc3ccccc23)c1 | 8% | -1% | -2 | 0% | 19 | -5 | 0% | -13% | -9 | -3%
COC(=O)[C@]1(Cc2ccccc2)N[C@H](c2ccc(-c3ccccc3)cc2)[C@@H]2C(=O)N(C)C(=O)[C@@H]21 | 5% | x | -6 | x | 10 | -9 | u | 0% | x | -3%
Fc1ccc(-c2nc(-c3cccs3)no2)cc1 | u | 9% | 3 | 0% | -26 | -6 | u | 0% | 4 | 6%
CCC(=O)Nc1cccc(C(=O)c2ccc(C)c(C)c2)c1 | 1% | -3% | -6 | -1% | 11 | -2 | -13% | 0% | -1 | -10%
CN(Cc1ccccc1)C(=O)COC(=O)c1cc(-c2ccc(Cl)s2)nc2ccccc12 | 3% | 0% | -23 | -1% | 3 | -7 | 14% | -2% | -1 | x
CCN(Cc1nc(-c2cccc(C)c2)no1)C(=O)c1ccco1 | 5% | 10% | -2 | -1% | -8 | 0 | 4% | -1% | 2 | -6%
COc1ccc(C(=O)NCC(c2ccco2)N2CCc3ccccc32)cc1OC (configuration not stated) | 1% | x | 15 | x | 8 | 8 | 0% | 9% | x | 0%
O=C(Nc1ccc(Cl)cc1)Nc1ccc(N2CCCC2)c(S(=O)(=O)Nc2ccccc2Cl)c1 | 1% | 12% | -16 | 2% | 12 | -14 | 0% | -1% | -5 | 2%
O=C(N/N=C/c1cc([N+](=O)[O-])ccc1O)C12CC3CC(CC(C3)C1)C2 | -4% | -3% | 31 | -1% | -15 | -2 | 3% | 0% | 1 | 0%
CC(C)CC(=O)c1c[nH]c(C(=O)NCC2CCCO2)c1 (configuration not stated) | x | -4% | 19 | -2% | 7 | -16 | 1% | -3% | -1 | 3%
Cc1ccc(S(=O)(=O)N2CCN(S(=O)(=O)c3ccccc3Br)C2=O)cc1 | 4% | x | 1 | x | 20 | -4 | 0% | 4% | x | -2%[46.1 µM]
O=C(COc1ccccc1/C=C1/NC(=O)NC1=O)Nc1ccccc1 | -2% | 0% | -9 | 1% | 8 | 10 | 6% | -7% | 1 | -6%[46.1 µM]
O=C(N/N=C/c1ccc(Br)cc1)c1ccc(F)cc1 | -1% | 5% | -1 | 0% | -8 | -2 | u | 2% | 2 | 3%[46.1 µM]
Cc1ccc(-c2nnc(NCCCO)c3ccccc23)cc1 | 5% | -12% | -6 | 1% | -11 | -7 | -1% | 1% | 3 | -3%
C=CC[C@H](CC(=O)N(CCO)Cc1ccccc1)C(=O)NCCOC(=O)[C@@H](CC=C)Cc1ccc(F)cc1 | 3% | x | -3 | x | -19 | x | -1% | -1% | x | -3%
COc1ccc([C@H]2CC(=O)C=C(c3cc(C=O)ccc3OC)C2)cc1OC | 9% | x | -15 | x | 10 | x | -4% | 6% | x | -5%
COc1ccc(C2C(C(=O)c3ccc(C)o3)=C(O)C(=O)N2Cc2ccco2)cc1OC (configuration not stated) | -1% | 6% | 19 | 1% | -20 | 2 | 0% | -27% | x | 3%
O=C(c1ccc(OC2CCN(Cc3ccccn3)CC2)cc1)N1CCCCCC1 | 5% | 0% | 3 | 0% | 3 | -5 | 6% | 1% | 2 | 5%
COc1ccccc1NC(=O)Cn1c(=O)n(C)c(=O)c2sc3c(c21)COC(C)(C)C3 | 2% | -15% | 21 | 5% | -16 | 4 | -1% | 4% | x | -11%
Cc1ccc(C(=O)CCC(=O)Nc2ncccc2C)cc1 | -1% | x | 14 | x | 3 | -3 | -2% | 8% | x | -1%
CS(=O)(=O)c1ccc2nc(NC(=O)CN3CCOCC3)sc2c1 | 7% | 9% | 14 | -5% | -2 | -4 | 0% | 1% | 2 | -3%

Screening results as filed in PubChem.
